# RGS7-Gao – modulates binding of RGS7 to human Galphao. P09471. Multiplexed bead flow cytometry; actives lie on both sides. binding response (% of control), % at 10 µM. 220,000 compounds, 0.35% hits. AID 1439; in the data active = binding response below about 49% or above about 150%; inconclusive = no clear call, values can overlap the other calls; inactive = in between;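 also: fluorescent Galphao held in activated GDP-AlF4 state binding bead-coupled RGS7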
# Target sequence (P09471 whole entry, looked up): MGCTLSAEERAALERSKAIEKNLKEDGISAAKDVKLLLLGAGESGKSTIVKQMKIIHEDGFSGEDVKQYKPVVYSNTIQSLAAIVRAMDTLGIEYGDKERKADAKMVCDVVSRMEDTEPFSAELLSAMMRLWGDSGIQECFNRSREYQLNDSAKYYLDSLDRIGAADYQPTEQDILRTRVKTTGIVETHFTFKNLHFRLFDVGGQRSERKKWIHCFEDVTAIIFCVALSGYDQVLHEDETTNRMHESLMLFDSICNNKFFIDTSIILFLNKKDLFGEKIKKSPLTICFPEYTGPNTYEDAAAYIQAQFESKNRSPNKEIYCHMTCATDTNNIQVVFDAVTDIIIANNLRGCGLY
# RGS8-Gao – modulates binding of RGS8 to human Galphao | AID 1423 | multiplexed bead flow cytometry; actives lie on both sides | response (percent of control binding), % at 10 µM | 220,000 compounds, 0.34% hits; in the data active = response below about 60% or above about 140%; inactive = in between;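 also: Galphao activated as the GDP aluminium fluoride complex binding bead-coupled RGS8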
# RGS4-Gao reg – human RGS4-Galphao interaction regulation; P09471; Multiplexed bead flow cytometry, RGS4-Galphao binding; actives lie on both sides; binding response (% of control), % at 10 µM; 220,000 compounds, 0.33% hits; AID 1415; in the data active = binding response below about 49% or above about 150%; inactive = in between;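 also: fluorescent Galphao activated with aluminum fluoride binding bead-coupled RGS4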
# * hit, by the source's call; ? = inconclusive; . = no result given. These rows are one share of the data (hit frequency here may not be typical).
item	RGS7-Gao	RGS8-Gao	RGS4-Gao reg	canonical_smiles
1	?	104	101	N#Cc1ccc(C23CC4(C2)[C@H](CN(CC2CCCCC2)[C@@H]4c2ccccc2)C3c2ccc(Cl)nc2)cc1 (stereo partly specified)
2	?	101	102	COC(=O)c1cc(S(=O)(=O)Nc2cc(S(=O)(=O)N(C)C)ccc2C)oc1C
3	?	101	101	N#Cc1cc(-c2ccccc2)[nH]c1-c1nccc2ccccc12
4	?	104	110	CCOC(=O)C(=NC1CCS(=O)(=O)C1)NNc1ccccc1Cl (stereo unspecified)
5	?	101	99	CCOC(=O)[C@@H]1CCN(Cc2ccccc2)C[C@H]1c1ccccc1
6	?	99	97	O=S(=O)(c1c(Cl)sc(Cl)c1Br)N1CCCC1
7	?	94	91	C=CC1CN(CC(=O)OC)S(=O)(=O)c2ccccc21 (stereo unspecified)
8	?	97	97	N#Cc1ccccc1S(=O)(=O)Nc1ccc2c(c1)C(=O)OC2
9	?	99	96	O=C(NCc1nc(-c2ccc(C(F)(F)F)cc2)no1)Nc1cc(Cl)cc(Cl)c1
10	?	86	69	CCC1=[N+](CC(=O)c2ccc(Br)cc2)CCn2c(C)ccc21
11	?	103	101	c1ccc2c3c(c(CN4CCCCC4)cc2c1)COC3
12	?	102	96	CC1CCc2sc(C(=O)Nc3ccc(C(N)=O)cc3)cc2C1 (stereo unspecified)
13	?	104	102	Cc1ccc(NC(=O)N2CCN(C)CC2)cc1NC(=O)N1CCN(C)CC1
14	.	86	73	CCCCN(C(=O)Cn1ncc(Cl)c(Cl)c1=O)c1c(N)n(CC(C)C)c(=O)[nH]c1=O
15	?	98	92	Cn1cc2ccc([N+](=O)[O-])cc2n1
16	?	100	98	CC(C)(C)c1cc[n+](C2=C([O-])c3ccccc3C(=O)/C2=N\S(=O)(=O)c2ccccc2)cc1
17	?	99	97	COc1ccc(N2CCN(CC(=O)c3c[nH]c4ccccc34)CC2)cc1
18	?	103	99	CCCCCc1cc(=O)oc2c(C(CCN3CCCCC3)c3ccc(OC)cc3)c(OC)cc(OC)c12 (stereo unspecified)
19	?	96	97	CC(C)c1ccc(NC(=S)NC2CC3C=CC2C3)cc1 (stereo unspecified)
20	?	98	95	O=S(=O)(Nc1ccc(OC(F)(F)F)cc1)c1cccc2nonc12
21	?	104	110	CCCc1nnc(NC(=O)CCC(=O)N2CCN(S(=O)(=O)c3ccc(F)cc3)CC2)s1
22	?	101	101	COc1ccc(C(=O)O)cc1S(=O)(=O)NCCc1ccccn1
23	?	104	104	COc1ccc(/C=C/C(=O)Nc2ccccc2C)cc1S(=O)(=O)N1CCOCC1
24	?	100	100	COc1ccc(-c2c(C(F)(F)F)[nH]n3c(=O)cc(-c4ccccc4)nc23)cc1
25	?	97	93	COCCCNC(=S)NNC(=S)Nc1ccccc1
26	?	101	100	Cc1cc([N+](=O)[O-])nn1CC(=O)N/N=C/c1ccccc1Br
27	.	88	67	Oc1ccc2ccc3[nH]cnc3c2c1
28	?	100	103	O=C1/C(=C/c2cccs2)SC(=S)N1NS(=O)(=O)c1ccccc1
29	?	92	99	CCN(CC)S(=O)(=O)c1ccc(N2CCOCC2)c(NC(=S)NC(=O)c2ccco2)c1
30	?	100	102	NS(=O)(=O)c1ccc(F)c(C(=O)O)c1

# Sorted by count of non-hydrogen atoms (highest first): some entries from above.
item	RGS7-Gao	RGS8-Gao	RGS4-Gao reg	canonical_smiles
9	?	99	96	O=C(NCc1nc(-c2ccc(C(F)(F)F)cc2)no1)Nc1cc(Cl)cc(Cl)c1
2	?	101	102	COC(=O)c1cc(S(=O)(=O)Nc2cc(S(=O)(=O)N(C)C)ccc2C)oc1C
4	?	104	110	CCOC(=O)C(=NC1CCS(=O)(=O)C1)NNc1ccccc1Cl (stereo unspecified)
6	?	99	97	O=S(=O)(c1c(Cl)sc(Cl)c1Br)N1CCCC1
27	.	88	67	Oc1ccc2ccc3[nH]cnc3c2c1

# Further structures:
item	RGS7-Gao	RGS8-Gao	RGS4-Gao reg	canonical_smiles
31	?	100	97	Cc1nn(-c2ccccc2)c(C)c1C(=O)NNC(=O)C(F)(F)F
32	?	102	98	COc1ccc(/C=C2/SC(=S)N(CCCC(=O)Nc3ccc(O)cc3)C2=O)cc1
33	?	95	84	O=C(c1cccc([N+](=O)[O-])c1)c1ccc2c(c1)OCCOCCOCCO2
34	?	102	94	O=C(NNC(=O)C(Cl)Cl)c1cnn(-c2ccccc2)c1C(F)(F)F
35	?	100	102	Cc1cc(C(N)=O)nn1-c1c(Cl)cc(Cl)cc1Cl
36	?	106	114	Cc1cc(C)n(CCC(=O)N/N=C/c2cccc([N+](=O)[O-])c2)n1
37	?	102	101	CN(C)c1ccc(P(=O)(OC2CCCCC2)C(O)c2ccncc2)cc1 (stereo unspecified)
38	?	103	100	COc1cc(NC(=O)c2cncc(-c3ccc(C#N)cc3)c2)cc(C(=O)Nc2cccc(C(F)(F)F)c2)c1
39	?	99	95	CCOC(=O)C1=C(C)OC2(O)c3ccccc3C(=O)C12O (stereo unspecified)
40	?	100	91	Cc1cc(-c2ccc(Cl)cc2Cl)c(C#N)c(=O)[nH]1
41	?	103	105	CC1=CC(=O)C(C(C)=Nc2ccccc2Cl)C(=O)O1 (stereo unspecified)
42	?	99	98	Cc1ccc(Oc2c(C)nc(-c3ccccc3)[nH]c2=O)cc1
43	?	100	102	O=C(CSCCS(=O)(=O)c1ccc(Cl)cc1)Nc1ccccc1
44	?	101	101	COc1cccc(C2Oc3ccccc3C3CC(c4cccs4)=NN32)c1 (stereo unspecified)
45	?	102	104	COc1ccccc1CNC(=O)Cn1c(=O)oc2cc(Cl)ccc21
46	?	104	114	O=C(O)CCC(=O)NCc1c(Cl)cccc1Sc1ccc(Cl)cc1
47	?	99	102	CCN(CC)S(=O)(=O)c1cccc(NC(=O)CN(C)Cc2cccc(OC)c2)c1
48	?	105	99	O=C(NCc1ccccc1)c1onc(CSc2ccc(Cl)cc2)c1C(=O)NCc1ccccc1
49	?	99	98	O=c1c2ccccc2ncn1-c1ccc(Cl)cc1Cl
50	?	98	96	CCOC(=O)C1=NN(c2ccc(Cl)cc2)/C(=C/C2=NCCc3cc(OC)c(OC)cc32)S1
51	?	99	107	Clc1cccc(Cl)c1CSc1nnc([C@@H]2CCCN2)o1
52	?	109	110	O=C(Nc1ccccc1)N1CCCN(c2c(Cl)cncc2Cl)CC1
53	?	106	109	C[C@H](NC(=O)c1nc[nH]c1C(=O)N[C@@H](C)C(=O)OC(C)(C)C)C(=O)OC(C)(C)C
54	?	101	100	COc1ccc(C2CC(c3ccccc3OC(C)=O)=NN2C(C)=O)cc1 (stereo unspecified)
55	?	99	107	O=C(CCCN1C(=O)/C(=C\c2ccccc2)SC1=S)Nc1ccccc1O
56	?	100	101	COc1cc2cc(Oc3ccc4ccc(=O)oc4c3)c(=O)oc2cc1OC(=O)C=C(C)C
57	?	101	98	COc1ccc(NC(=O)Nc2nc3ccccc3s2)cc1
58	?	93	78	O=C(N/N=C/c1cc(Br)ccc1O)c1ccncc1
59	?	100	100	CCN(CC)c1ccc(/C=C(\C#N)C(N)=S)cc1
60	?	99	98	COc1ccc(Br)c(C(=O)N2CCN(S(=O)(=O)c3cccs3)CC2)c1

# Next part, starting with the last 5 of the part before.
item	RGS7-Gao	RGS8-Gao	RGS4-Gao reg	canonical_smiles
56	?	100	101	COc1cc2cc(Oc3ccc4ccc(=O)oc4c3)c(=O)oc2cc1OC(=O)C=C(C)C
57	?	101	98	COc1ccc(NC(=O)Nc2nc3ccccc3s2)cc1
58	?	93	78	O=C(N/N=C/c1cc(Br)ccc1O)c1ccncc1
59	?	100	100	CCN(CC)c1ccc(/C=C(\C#N)C(N)=S)cc1
60	?	99	98	COc1ccc(Br)c(C(=O)N2CCN(S(=O)(=O)c3cccs3)CC2)c1
61	?	91	93	CCCCCCN(C(=O)CCCCCN1C(=O)NC(c2cccc([N+](=O)[O-])c2)C(C(=O)OCc2ccccc2)=C1C)C(C(=O)NCCCC)c1ccc(OCC(=O)OC)c(C(=O)OC)c1 (stereo unspecified)
62	?	102	105	CC(C)c1ccc(Nc2nc(Cl)nc(NCc3ccco3)n2)cc1
63	?	99	99	N#Cc1ccc(NC(=O)COC(=O)CCc2nc3ccccc3c(=O)[nH]2)cc1
64	?	105	107	Cc1ccc(S(=O)(=O)N2CCCCC2C(=O)Nc2nncs2)cc1 (stereo unspecified)
65	?	101	102	CCOc1ccc(N2C(=O)CC(N(CCc3ccc(S(N)(=O)=O)cc3)C(C)=O)C2=O)cc1 (stereo unspecified)
66	?	98	96	CN(c1ccc(OCC(=O)NC2=NCCS2)cc1)S(=O)(=O)c1ccc(F)cc1
67	?	101	99	Cc1onc(-c2c(F)cccc2Cl)c1C(=O)ONC(=O)c1ccccc1
68	?	98	97	C/C(=N\NC(=O)Cc1cccn1C)c1ccco1
69	?	101	98	Cn1nc(C(F)(F)F)c(-c2ccc(Br)cc2)c1NC(=O)c1cccnc1
70	?	99	99	COC(=O)Nc1ccc(S(=O)(=O)N2CCCC(C(=O)N3CCN(C)CC3)C2)cc1 (stereo unspecified)
71	?	99	101	CC(C)Cc1nc(SCC(=O)Nc2nnc(CC(C)C)s2)n[nH]1
72	?	101	102	Clc1cnc2nc(SC/C=C/c3ccccc3)[nH]c2c1
73	?	100	101	N=c1sccn1CC(=O)Nc1ccc(Cl)cc1[N+](=O)[O-]
74	?	96	93	CCOc1cc(/C=C2\SC(=O)N(c3ccc(O)cc3)C2=O)ccc1O
75	?	101	100	Cc1ccsc1/C=N/n1c(-c2cc(-c3ccccc3)n[nH]2)n[nH]c1=S
76	?	101	98	O=C(c1ccc(OC2CCN(C(=O)C3CC3)CC2)cc1)N(CCO)Cc1ccccc1
77	?	98	98	CNS(=O)(=O)c1ccc2ccccc2c1
78	?	100	97	CN(C)CCNc1ncnc2c1sc1nc(-c3ccccc3)c3c(c12)CCCC3
79	?	103	99	CC(=O)C1C(c2cccc(F)c2)c2c(n[nH]c2C)CC1(C)O (stereo unspecified)
80	?	112	112	Cn1nccc1NS(=O)(=O)c1ccc(NC(=O)C(F)(F)F)cc1
81	?	100	102	Cc1cc(=O)oc(C)c1C(=O)Nc1cccc(F)c1
82	?	101	100	O=[N+]([O-])c1cccnc1Sc1n[nH]c(-c2ccc(Cl)cc2)n1
83	?	101	99	CCCCCCCCCn1ccc(=N)cc1
84	?	108	120	Cn1c(=O)c2c(nc(N/N=C/c3cccnc3)n2Cc2ccc(F)cc2)n(C)c1=O
85	?	102	105	COc1cc(NC(=S)N2CCOCC2)c(OC)cc1Cl
86	?	101	96	CCOc1ccc(CN(C(=O)c2cc3ccccc3oc2=O)C2CCS(=O)(=O)C2)cc1 (stereo unspecified)
87	?	106	103	Cc1ccc(NC(=O)C2=NNC(=O)CC2)cc1F
88	?	103	104	Cn1c(=O)c2c(ncn2CCC(=O)N/N=C/c2ccncc2)n(C)c1=O
89	?	100	100	O=C(CCNC(=O)c1ccc([N+](=O)[O-])cc1)Nc1cccc(S(=O)(=O)N2CCCCC2)c1
90	?	100	108	CC(C)CC(=O)N/C(N)=N/c1nc2ccccc2o1
91	?	100	104	COc1ccc(CC(NC(C)=O)C(=O)NC2CCN(c3c4c(nc5ncnn35)CCC4)CC2)cc1OC (stereo unspecified)
92	?	99	103	Cc1ccccc1-c1noc(-c2ccccc2C(=O)NCC2CCCO2)n1 (stereo unspecified)
93	?	101	100	COCCn1c(SCC(=O)N2CCN(c3ccccc3)CC2)nc2c(c1=O)SC(C)C2 (stereo unspecified)
94	?	95	91	COCCCNC(=S)N/N=C/c1ccc2ccccc2c1
95	?	101	93	NC(=O)N/N=C/c1ccc2cccc(OCc3ccccc3)c2n1
96	.	22*	12*	COc1ccc(NC(=O)NCCCN2CCN(c3ccccc3F)CC2)cc1
97	?	100	98	Cn1c(=O)c2[nH]c(SCC(=O)c3ccc(F)cc3)nc2n(C)c1=O
98	?	101	106	COc1cccc(C(=O)C2CCCN(Cc3ccc(OC)c(Cn4cncn4)c3)C2)c1 (stereo unspecified)
99	?	101	99	COC(=O)C(C(=O)OC)c1ncccc1[N+](=O)[O-]
100	?	102	100	CCN1CCN(c2nc3ccccc3n3cnnc23)CC1
101	?	99	103	COc1c(S(=O)(=O)NCCCN2CCOCC2)ccc(Cl)c1Cl
102	?	101	107	C/C(=N\NC1=NCCN1)c1ccccc1
103	?	98	114	CCOC(=O)/C(C#N)=N/Nc1ccccc1C#N
104	?	102	101	O=C(Nc1nc2c(Br)cc(Br)cc2c(=O)s1)c1ccco1
105	?	91	86	Cn1c(SCC(=O)c2ccc(O)c(O)c2)nnc1-c1cccs1
106	?	98	97	CCC1=Nc2cc(C(=O)NCC3CCCO3)ccc2Sc2ccc(Cl)cc21 (stereo unspecified)
107	?	101	100	CCCN(CC(=O)Nc1cccc(S(N)(=O)=O)c1)CC(=O)Nc1ccc(F)c(F)c1F
108	?	101	101	CC(C(=O)NC1CCCCC1)N1CCN(C)CC1 (stereo unspecified)
109	?	101	99	O=C(CCn1c(=O)oc2ccccc21)NCCC1=CCCCC1
110	?	102	105	CCCc1cc(=O)[nH]c(SCC(=O)c2c(C)[nH]c3ccccc23)n1
111	?	102	102	CC1(c2nnc(-c3ccc(F)cc3)o2)CC(c2c(Cl)cccc2Cl)=NO1 (stereo unspecified)
112	?	98	101	O=C(CSc1nnc(NCc2ccccc2)s1)NC1CCS(=O)(=O)C1 (stereo unspecified)
113	?	102	104	O=C(Nc1ccc2ccccc2n1)Nc1cccs1
114	?	100	100	Cc1ccccc1CSc1nnc([C@@H]2CCCN2)o1
115	?	104	105	CCOC(=O)c1[nH]c2ccccc2c1NC(=O)CC(C)C
116	?	98	91	CC(C)COc1ccc(C(=O)N/C(=C\c2cccc([N+](=O)[O-])c2)C(=O)O)cc1
117	?	104	96	Cc1cc2nc(Cl)c(Cl)nc2cc1C
118	?	100	100	CN(C)c1ccc2c(c1)Sc1cc(N(C)C)ccc1N2C(=O)c1ccccc1
119	?	99	94	CCn1c2c(c(=N)c3c1CCC3)CCCC2

# Bioassay records (PubChem)
